aDG glyco up = alpha-DG glycosylation activation; activation, % at 10 µM; actives 0.22% (n = 360,000); Pro5-aDG cells, alpha-DG glycosylation AlphaScreen (IIH6); 0% Pro5, 100% B10-LARGE cell signal;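 active = activation of at least 8% versus controls, or a plate z-score of at least 8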;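 also: Pro5 are CHO cells carrying HIG-tagged alpha-DG that lacks glycosylation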
PDI turbidity = PDI (human) enzyme inhibition | inhibition, % at 10 µM | P07237 | actives 0.052% (n = 350,000) | PDI insulin aggregation turbidity, A650, 90 min;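 active = mean inhibition across replicates of 30% or more, whatever share of single replicates reach that level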;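 also: absorbance from insulin aggregation driven by PDI reduction with DTT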
Glyco luc inh = N-linked glycosylation inhibition | actives 0.23% (n = 360,000) | AID 588692 | D54 ERlucT glycosylation luciferase reporter, 24 h; percent of 100 nM tunicamycin response | reporter increase, % at 12.5 µM;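 active = mean luciferase reporter signal, scaled so untreated is 0 and the glycosylation-blocking control 100, at or above a set limit in every replicate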;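 also: luciferase carries N-glycosylation sites so blocking glycosylation raises the light; 0% = median of neutral control wells and 100% = median of 100 nM tunicamycin wells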
hiPSC survival = hiPSC single-cell survival enhancement | ATPlite luminescence; 100% = ROCK inhibitor wells, 0% = DMSO | survival enhancement, % at 20 µM | actives 0.044% (n = 360,000); in the data active = survival enhancement above about 18%;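 also: cells exposed to compounds for 16 hours before the ATP read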
H9c2 protect = modulators protecting cardiomyocytes from myocardial damage | H9c2 cardiomyocytes, H2O2 injury protection, ATPLite, 2 h | actives 0.63% (n = 360,000) | protection from H2O2 cell death, % at 20 µM;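 active = compounds giving at least 50% protection of heart cells from peroxide-induced death in the single-dose screen, raw or plate-pattern-corrected value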;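 also: 0% = DMSO wells with peroxide and 100% = DMSO wells without peroxide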
Vif imaging = inhibitors of HIV Vif; HEK293T cells, Vif self-association by quenched fluorescence, imaging, 24 h; actives 0.35% (n = 340,000); AID 602346; inhibition, % at 7.49 µM; in the data active = inhibition above about 50%, passing the limit was not always enough; also: some results filed as inactive read as strong as hits
CaV13 FRET inh = Primary screen for inhibitors of IQ motif and Ca2+-dependent inactivation inhibitor domain binding in CACNA1D, Förster resonance energy transfer in living cells, …; HEK cells, CFP/YFP FRET ICDI-IQ, plate reader, 10 min; percent FRET-ratio fall versus neutral wells; inhibition, % at 12.3 µM; actives 0.098% (n = 340,000);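 active = mean replicate inhibition of at least 30% and at least 1% of replicates passing that level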;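 also: 0% = median of the neutral control wells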
Granule exo inh = blocks lytic granule exocytosis. inhibition, % at 10 µM. actives 0.66% (n = 360,000). TALL-104 LAMP-1 surface exposure, flow cytometry; cells stimulated with thapsigargin and PMA;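 active = inhibition above about 55%, limit read from the data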
m5-HT2A agonist = mouse HTR2A agonism via beta-arrestin recruitment. P35363. CHO-K1 mHTR2A beta-arrestin complementation, luminescence; percent of 30 µM serotonin response. activation, % at 7.6 µM. actives 0.66% (n = 360,000). AID 624169;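 active = activation above a run cutoff, the mean activation of all tested compounds plus 3 SD, cut at about 14% in these data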;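 also: 0% = plate median of compound wells and 100% = 30 µM serotonin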
ABCB6 inh MLPCN = inhibitors of human ABC transporter ABCB6 | K562-ABCB6 porphyrin accumulation, flow cytometry, 1 h; active compounds read low | fluorescence ratio to DMSO, % at 10 µM | actives 0.19% (n = 360,000) | Q9NP58;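 active = fluorescence ratio to DMSO below 75%, the collection mean minus 3 SD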;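 also: signal is porphyrin accumulated inside mitochondria; 100% equals median channel fluorescence of DMSO control wells; lower ratio means ABCB6 inhibition with less porphyrin fluorescence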
Target sequence (Q9NP58 whole entry, looked up): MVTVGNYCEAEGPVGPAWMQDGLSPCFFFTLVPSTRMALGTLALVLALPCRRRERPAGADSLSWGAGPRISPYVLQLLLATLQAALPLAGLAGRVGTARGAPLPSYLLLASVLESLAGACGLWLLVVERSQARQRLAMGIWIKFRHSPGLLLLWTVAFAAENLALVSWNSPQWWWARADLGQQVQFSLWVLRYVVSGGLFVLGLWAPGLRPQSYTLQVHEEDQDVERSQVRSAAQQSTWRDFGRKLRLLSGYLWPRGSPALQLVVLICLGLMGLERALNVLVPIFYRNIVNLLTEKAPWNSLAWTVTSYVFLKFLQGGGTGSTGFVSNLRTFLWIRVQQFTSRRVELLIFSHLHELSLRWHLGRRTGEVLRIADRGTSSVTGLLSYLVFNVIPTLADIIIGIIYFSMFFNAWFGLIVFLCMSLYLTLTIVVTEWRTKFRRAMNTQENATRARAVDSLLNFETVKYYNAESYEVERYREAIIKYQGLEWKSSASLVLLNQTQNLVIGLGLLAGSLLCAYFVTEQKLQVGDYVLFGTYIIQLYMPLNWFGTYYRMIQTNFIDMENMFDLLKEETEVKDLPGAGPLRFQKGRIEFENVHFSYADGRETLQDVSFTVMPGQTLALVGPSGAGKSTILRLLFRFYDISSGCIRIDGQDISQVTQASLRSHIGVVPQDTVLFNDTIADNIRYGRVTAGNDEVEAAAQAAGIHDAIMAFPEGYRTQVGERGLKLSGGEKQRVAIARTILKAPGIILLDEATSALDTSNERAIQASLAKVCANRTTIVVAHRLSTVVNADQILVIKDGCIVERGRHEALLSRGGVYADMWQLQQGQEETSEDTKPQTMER
Numbers without * were called inactive; . = no result given.

SMILES	aDG glyco up	PDI turbidity	Glyco luc inh	hiPSC survival	H9c2 protect	Vif imaging	CaV13 FRET inh	Granule exo inh	m5-HT2A agonist	ABCB6 inh MLPCN
N#Cc1ccccc1Cn1c(=O)n(Cc2ccc(C(=O)NCc3ccco3)cc2)c(=O)c2ccccc21	-0.1	-5	-7	1.1	0	8	-1	1	1	104
O=c1c(Cl)c(Nc2cccc(Cl)c2)cnn1-c1nc2ccccc2s1	-0.1	2	-15	-0.9	-3	-10	-5	-2	1	100
COc1ccccc1OCC(=O)NCC1CCCN(C(=O)c2ccccc2SC)C1 (stereo not given)	-0.2	-9	0	0.5	7	3	-6	1	-6	98
Cc1ccccc1-c1ocnc1C(=O)Nc1ccccc1NC(=O)c1ccccn1	0.3	-13	-2	0.5	-17	1	-4	6	1	100
CC(=O)Nc1ccc(S(=O)(=O)N(C)c2ccc(OCC(=O)OCC(=O)Nc3ccc(OC(F)F)cc3)cc2)cc1	1.3	1	1	-0.3	25	-5	-2	1	0	96
Fc1ccc(-c2ccc(/C=N\n3cnnc3)o2)cc1Cl	-0.1	0	3	-0.5	11	-3	-5	0	-7	100
CC(C)NC(=O)Cn1cc(C#N)c2cc(Br)ccc21	-0.1	5	-1	-0.5	0	-7	-7	-2	8	98
Cc1nc(CC(=O)Nc2nccs2)cs1	0.2	-3	-1	0.3	6	-8	-21	-9	-4	94
O=C(CN1CCCCCC1)Nc1ccc(Br)cn1	0.2	-2	0	-0.2	-2	16	-13	-2	2	100
O=C(CCCCn1c(=O)c2ccccc2n(Cc2ccccc2F)c1=O)NC1CCN(Cc2ccccc2)CC1	0.8	-3	-4	0.2	6	2	-16	27	-4	97
Cc1cc2c(cc(C(=O)N3CCC(C(=O)NC4CCCC4)CC3)n2Cc2c(F)cccc2Cl)o1	0.8	.	-7	-2.1	-26	-4	-7	-2	0	97
COc1ccccc1C(=O)Nc1nc(-c2ccc3c(c2)OCCO3)cs1	-0.2	4	0	3.8	64*	.	-8	-4	-1	100
CCCOc1ccc(C(F)(F)F)cc1NC(=O)CCc1c(C)noc1C	0.1	-3	-4	0.7	2	-6	-2	0	-3	99
O=C(Nc1ccc(Cl)cc1)NC1(C(=O)NCCCN2CCOCC2)CCCCC1	-0.1	-6	0	5.5	9	9	-1	-2	3	110
CC(C)C[C@H](NC(=O)OC(C)(C)C)c1nnc(SCc2ccccc2)o1	0.4	0	-3	0.1	-5	-4	-5	0	-4	96
O=[N+]([O-])CC(c1ccccc1)c1c[nH]c2ccccc12 (stereo not given)	0.0	-5	9	-0.9	-8	25	-14	-3	-6	88
O=C(O)C(c1ccccc1)C(c1ccccc1)c1ccccc1 (stereo not given)	0.0	4	-1	0.9	7	3	4	-1	1	97
Cc1ccc(NC(=O)Cc2cc(C(=O)O)c3ccccc3n2)c(C)c1	0.2	11	12	3.7	-1	-18	1	18	6	99
O=C(Nc1nc2ccccc2n1CCN1CCOCC1)c1ccccc1	0.0	3	-1	0.9	8	-2	-5	-8	-2	86
CCn1ccnc1C(O)c1ccccc1OC (stereo not given)	-0.1	4	1	0.6	8	0	.	-2	1	97
CC(C)c1ccc(NS(=O)(=O)c2ccc(N3C(=O)CCC3=O)cc2)cc1	-0.1	2	2	-0.4	-10	-11	-17	-6	1	100
CC(=O)c1ccc(NCC(=O)N2CCN(S(=O)(=O)c3ccccc3)CC2)cc1	-0.1	-4	0	-0.1	1	-11	-5	-4	-4	101
OCC1(CCc2ccccc2)CCCN(CCCC(F)(F)F)C1 (stereo not given)	0.0	-12	-6	-0.4	5	-2	-20	5	-1	100
C[C@]12CCC(=O)C=C1CC[C@@H]1[C@@H]2[C@@H](O)C[C@]2(C=O)[C@@H](C(=O)CO)CC[C@@H]12	0.2	1	3	3.5	0	-9	-4	1	9	98
c1ccc(-c2nn(-c3ccccc3)[n+](-c3ccccc3)n2)cc1	0.3	-2	-2	-2.4	-15	-12	-5	-5	11	84
COCCNC(=O)c1ccc(-n2c(SCc3cccnc3)nc3ccccc3c2=O)cc1	-0.1	-3	-5	0.3	13	-5	9	-4	0	106
Cc1ccc(C(=O)Nc2ccccc2C(=O)N2CCCC(C)C2)cc1 (stereo not given)	0.5	-29	1	0.1	-4	-2	-6	-2	2	95
CN(CCCn1ccc(N)nc1=O)Cc1ccco1	-0.2	15	1	-1.3	5	-3	-8	-1	0	99
COc1ccc(OC)c(NC(=O)CCN2CCN(c3ccccc3)CC2)c1	-0.1	-1	-3	1.1	7	21	-8	-1	10	94
COc1ccc(CN2CCC(n3nccc3NC(=O)CCCc3ccccc3)CC2)cc1C	-0.2	11	1	-0.4	-7	-8	-7	3	-10	95
COc1ccc(C2C(C(=O)N3CCN(c4ccccc4)CC3)c3ccccc3C(=O)N2C)cc1 (stereo not given)	0.1	-4	0	2.4	12	-6	-5	-8	-1	95
Cn1nnnc1NCc1ccc(Cl)cc1	-0.3	6	5	-1.0	5	29	-6	-2	1	115
Cc1cc(-c2cccs2)n[nH]1	-0.1	5	1	-1.3	3	9	-5	-2	-6	97
Cc1nn(C)c(=O)n1-c1ccc(OCc2ccccc2)cc1	0.1	3	1	-0.7	-3	0	.	-1	0	97
O=C(NCc1ccc(Cl)cc1)c1cc2c(s1)CS(=O)(=O)C2	-0.3	-5	-1	-0.2	-2	-8	-4	-3	-4	103
CC(C)(C)OC(=O)[C@H]1[C@H](c2ccc([N+](=O)[O-])cc2)C2(C(=O)c3ccccc3C2=O)C2c3ccccc3C=NN21 (stereo not given in full)	0.3	-2	-3	3.0	20	1	-4	2	-3	97
Cc1ccccc1Cn1nc(C)c(NC(=O)c2cc(-c3ccco3)on2)c1C	0.0	-1	-2	-0.1	-12	-12	-7	-6	4	99
CC1CCCCN1S(=O)(=O)c1cnc(Cl)c(Br)c1 (stereo not given)	0.1	-3	-2	-1.6	-3	10	-5	10	-2	101
Nc1nccnc1C(=O)N/N=C/c1ccco1	-0.2	0	-1	-0.4	-2	5	0	-4	5	92
Cc1ccc(NS(=O)(=O)c2c(C)[nH]c(C)c2C(=O)N2CCCC2)cc1	-0.1	0	0	-0.5	-3	2	-2	0	9	98

6 records picked at random from the list so far, as already listed:
SMILES	aDG glyco up	PDI turbidity	Glyco luc inh	hiPSC survival	H9c2 protect	Vif imaging	CaV13 FRET inh	Granule exo inh	m5-HT2A agonist	ABCB6 inh MLPCN
OCC1(CCc2ccccc2)CCCN(CCCC(F)(F)F)C1 (stereo not given)	0.0	-12	-6	-0.4	5	-2	-20	5	-1	100
CC1CCCCN1S(=O)(=O)c1cnc(Cl)c(Br)c1 (stereo not given)	0.1	-3	-2	-1.6	-3	10	-5	10	-2	101
COc1ccc(OC)c(NC(=O)CCN2CCN(c3ccccc3)CC2)c1	-0.1	-1	-3	1.1	7	21	-8	-1	10	94
Cc1ccc(C(=O)Nc2ccccc2C(=O)N2CCCC(C)C2)cc1 (stereo not given)	0.5	-29	1	0.1	-4	-2	-6	-2	2	95
Cc1nn(C)c(=O)n1-c1ccc(OCc2ccccc2)cc1	0.1	3	1	-0.7	-3	0	.	-1	0	97
c1ccc(-c2nn(-c3ccccc3)[n+](-c3ccccc3)n2)cc1	0.3	-2	-2	-2.4	-15	-12	-5	-5	11	84

More entries
SMILES	aDG glyco up	PDI turbidity	Glyco luc inh	hiPSC survival	H9c2 protect	Vif imaging	CaV13 FRET inh	Granule exo inh	m5-HT2A agonist	ABCB6 inh MLPCN
CCCCC(=O)c1ccc(O)cc1O	-0.7	17	0	-2.1	12	-7	0	2	2	103
CC(Oc1ccccc1)c1ccnc2nc(N3CCOCC3)nn12 (stereo not given)	-0.1	-2	-1	-1.5	-3	6	-3	-1	0	96
CCn1cc(C(=O)O)c(=O)c2cc(F)c(N3CCN(C(=S)NC(=O)c4ccc(OC)cc4)CC3)cc21	-0.4	-7	4	-0.3	-3	1	-2	8	0	98
CCOC(=O)N1CCC(NC(=O)CCc2c(C)nc3nc(C)nn3c2C)CC1	-0.2	14	-1	0.4	2	.	-3	-1	5	100
CCCC(C)NC(=O)c1ccc(C2SCC(=O)N2Cc2ccco2)cc1 (stereo not given)	0.0	5	1	1.1	4	-1	.	-6	-3	115
CCC(=O)c1ccc(N2CCN(C(=O)c3cc([N+](=O)[O-])ccc3F)CC2)c(F)c1	0.8	0	0	-0.5	-20	2	0	-1	7	95
O=C1NC2(CCCCCC2)C(=O)N1Cc1c(F)cccc1Cl	0.0	-4	1	0.1	2	-4	-4	-3	-3	98
CCN1C(=O)[C@H]2[C@@H](c3ccc(C)cc3)N[C@]3(CCCN(Cc4ccc(C)cc4)C3=O)[C@H]2C1=O	-0.1	-2	0	1.7	2	-15	-2	0	-2	97
CCCCCCCN1C(Nc2ccccc2)=NC[C@@H]1CC(C)C	1.2	12	-5	-3.0	-16	-2	-9	-9	3	97
Cc1ccc(S(=O)(=O)NCCc2cn3nc(C)c(C)nc3n2)cc1C	-0.2	-2	0	0.5	1	-1	-7	-7	-1	107
Nc1nc(C2CC(=O)OC23CCCCC3)cs1 (stereo not given)	-0.2	-8	4	-2.6	9	15	.	2	0	97
Cc1ccc(S(=O)(=O)N2CCN(C(=O)CCc3c[nH]c4ccccc34)CC2)c(C)c1	-0.2	6	0	-0.5	-6	0	-1	-1	-2	100
COc1ccc(OC)c(-c2cc(C(=O)NC3CCCC3)c3ccccc3n2)c1	-0.2	2	-2	-0.1	-1	-10	-6	-16	-2	99
COc1ccc(CCN2C(=NC(=O)CC(C)C)SC3CS(=O)(=O)CC32)cc1 (stereo not given)	0.0	-5	0	-1.9	0	-15	-7	1	2	98
O/N=C/c1ccc(OCc2ccccc2)c(Br)c1	-0.2	-1	-3	-0.6	-8	2	-6	-1	-2	101
CC(C)(C)C(=O)NNC(=O)c1ccc(Oc2cc(Cl)cc(Cl)c2)o1	0.2	4	1	-0.5	-6	-6	-4	-1	0	100

Screening data as filed in PubChem BioAssay.
